ARNT-TACC3 inh: disruptors of ARNT/TACC3 protein interaction, primary screen, biochemical, AlphaScreen, single concentration. inhibition, % at 9.99 µM. AlphaScreen His-ARNT PAS-B/GST-TACC3 binding, luminescence; TACC3 fragment carries E629A point mutation. hit rate 0.66% among 390,000;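 active means mean inhibition of replicates at least 50% and at least half of replicates each reaching 50%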;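 further: 0% = complete ARNT plus TACC3 wells and 100% = ARNT alone without TACC3; many hits fall short of the cut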
RAD54 inh: inhibitors of human RAD54 branch migration, primary screen, biochemical, fluorescence, single point. hit rate 0.14% among 360,000. DNA repair and recombination protein RAD54-like (Homo sapiens), Q92698. inhibition, % at 10.4 µM. RAD54 Holliday junction branch migration, FAM/BHQ fluorescence;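 active means mean normalized replicate activity at least 40 and at least half of replicates scoring 40 or more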;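 further: 0% = median of neutral control wells and 100% = median of positive control wells; inhibitors cause a drop in the FAM fluorescence signal; in these data hits start at about 50%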
CASP6 VEID inh: human caspase-6 inhibitors, primary screen, biochemical, VEID-R110 fluorescence, single point, set 2. P55212. purified caspase-6, Z-VEID-R110 cleavage fluorescence. hit rate 0.53% among 350,000. inhibition, % at 12.5 µM;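 active means mean inhibition across replicates at least about 35%, with every replicate also reaching that limit, limit read from the data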;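 further: 0% = median of neutral control wells and 100% = no fluorescence left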
RAD52 anneal inh: RAD52 DNA annealing inhibitors, primary screen, biochemical, FRET, single point, set 2; recombinant RAD52 DNA annealing, FRET fluorescence; AID 651710, 2012; hit rate 0.46% among 360,000; inhibition, % at 18.7 µM;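 active means every replicate showing at least 50% inhibition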
ERp5 inh: inhibitors of ERp5-driven insulin aggregation, primary screen, biochemical, turbidity, absorbance 650 nm, single point; inhibition, % at 9.99 µM; AID 651711, 2012; hit rate 0.05% among 350,000; 90 min;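 active means mean replicate inhibition above about 25%, with every replicate also reaching it, limit read from the data, passing the limit was not always enough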
Target sequence (Q15084 whole entry, looked up): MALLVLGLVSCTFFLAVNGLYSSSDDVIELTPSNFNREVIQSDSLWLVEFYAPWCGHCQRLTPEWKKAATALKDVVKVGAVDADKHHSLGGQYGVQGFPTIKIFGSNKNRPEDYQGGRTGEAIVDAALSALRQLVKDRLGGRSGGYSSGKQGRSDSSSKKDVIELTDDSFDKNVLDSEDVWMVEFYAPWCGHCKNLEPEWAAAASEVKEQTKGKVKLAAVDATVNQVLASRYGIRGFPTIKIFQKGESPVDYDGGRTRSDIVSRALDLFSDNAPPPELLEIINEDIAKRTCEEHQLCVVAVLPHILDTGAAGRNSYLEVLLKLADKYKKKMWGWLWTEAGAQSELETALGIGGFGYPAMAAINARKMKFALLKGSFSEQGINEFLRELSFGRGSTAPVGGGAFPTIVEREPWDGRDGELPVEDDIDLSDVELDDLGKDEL
E-sel inducer: E-selectin induction in HUVECs, primary screen, imaging, HUVEC, immunofluorescence imaging, single point | normalized: neutral wells 0, TNF-alpha wells 100 | activation, % at 7.58 µM | hit rate 0.37% among 260,000 | AID 686992, 2013;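 active means mean E-selectin-positive cell signal at least 10% of the positive control, reached in at least 60% of replicates, without over 20% cell loss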;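 further: in these data hits start at about 27%; measured in HUVEC primary endothelial cells; signal is the percent of cells scored E-selectin positive by PE staining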
Target sequence (P16581 whole entry, looked up): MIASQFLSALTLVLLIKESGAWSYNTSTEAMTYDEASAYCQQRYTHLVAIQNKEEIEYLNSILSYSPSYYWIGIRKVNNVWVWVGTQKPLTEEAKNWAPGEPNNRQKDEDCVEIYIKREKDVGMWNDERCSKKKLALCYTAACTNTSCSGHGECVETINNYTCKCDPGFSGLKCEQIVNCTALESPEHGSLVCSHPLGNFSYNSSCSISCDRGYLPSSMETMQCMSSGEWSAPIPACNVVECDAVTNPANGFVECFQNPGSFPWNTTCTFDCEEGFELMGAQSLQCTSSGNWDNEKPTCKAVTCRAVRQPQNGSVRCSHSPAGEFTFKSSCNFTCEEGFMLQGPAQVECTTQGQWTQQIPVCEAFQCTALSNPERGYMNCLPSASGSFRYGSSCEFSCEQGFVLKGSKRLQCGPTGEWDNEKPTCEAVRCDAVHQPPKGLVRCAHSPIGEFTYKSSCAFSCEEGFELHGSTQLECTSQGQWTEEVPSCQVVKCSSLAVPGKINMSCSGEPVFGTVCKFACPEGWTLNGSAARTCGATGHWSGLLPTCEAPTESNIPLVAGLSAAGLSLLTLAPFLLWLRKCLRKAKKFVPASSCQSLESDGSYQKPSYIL
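assay system = HUVEC, human umbilical vein endothelial cells | input = 3,000 HUVEC seeded per well | medium = EGM-2 growth medium on 0.1% gelatin-coated wells | dosing = one compound dose added by pin transfer | signal = immunofluorescence imaging | read-out basis = % PE-positive cells | control set = TNF-alpha, DMSO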
PglD inh: C. jejuni PglD acetyltransferase inhibitors, primary screen, biochemical, DTNB colorimetric, single point. UDP-N-acetylbacillosamine N-acetyltransferase PglD (Campylobacter jejuni). purified PglD enzyme, DTNB colorimetric CoA detection. inhibition, % at 12.5 µM. hit rate 0.098% among 360,000; in the data active means inhibition above about 16%, passing the limit was not always enough; further: strong numbers were not always called active
esBAF inh: Bmi1 luciferase reporter increase in mESCs, primary screen, esBAF inhibitor project, mouse ES cells, Bmi1 luciferase knock-in, single point | reporter increase, % at 12.5 µM | AID 602393, 2012 | 24 h; 100% = twice the neutral-well signal | hit rate 2% among 350,000; in the data active means activation above about 40%;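 further: 0% = median of the plate's neutral control wells and 100% = double that signal; a rise in the Bmi1 reporter signal indicates esBAF inhibition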
* marks the source's active call; other numbers are inactive results; nt = not tested or not shown. Random draw from the library, and some 3.2% of all compounds hit somewhere here.

No.	Molecule	CASP6 VEID inh	esBAF inh	RAD54 inh	ARNT-TACC3 inh	RAD52 anneal inh	E-sel inducer	ERp5 inh	PglD inh
1	CC(=O)c1ccc(S(=O)(=O)N2CCN(C(=O)c3ccc(-n4cncn4)c([N+](=O)[O-])c3)CC2)cc1	54*	-5	10	-4	-2	-0.8	-2	0
2	O=C(NC(Cc1c[nH]c2ccccc12)C(=O)O)/C(=C\c1ccc2c(c1)OCO2)NC(=O)c1ccccc1 (stereo not given)	1	nt	-6	-2	-20	4.0	-6	0
3	O=C1CCN(Cc2ccccc2)C(=S)N1	2	-7	-2	-12	-15	-0.1	3	1
4	C[C@H](CO)N1C[C@H](C)[C@H](CN(C)C(=O)CN(C)C)Oc2ncc(C#Cc3ccncc3)cc2C1=O	-4	-4	-8	-10	-11	0.6	-4	3
5	C/C(CC(=O)Nc1cc(Cl)ccc1Cl)=N\NC(N)=S	nt	1	-3	3	nt	nt	nt	-1
6	COc1ccc(Cn2c(=O)[nH]c3cc(OC)c(OC)cc3c2=O)cc1	-4	nt	-1	-4	-10	nt	4	3
7	C[C@@H]1CCCCO[C@H](CN(C)Cc2ccccc2)[C@H](C)CN([C@@H](C)CO)C(=O)c2cc(NC(=O)C3CCCCC3)ccc2O1	-4	-2	-1	7	16	0.3	0	-1
8	O=C(CN1CCN(S(=O)(=O)c2ccc(F)cc2)CC1)Nc1cccc(C(F)(F)F)c1	nt	-2	-11	1	nt	nt	nt	0
9	COc1ccc(Cl)cc1Nc1nc(NCCO)nc(N2CCCC2)n1	-2	14	4	nt	-7	nt	2	3
10	CS(=O)(=O)Nc1ccc(C(=O)Nc2ccc(S(=O)(=O)Nc3nccs3)cc2)cc1	2	0	-8	-5	-14	0.0	0	4

(list continues)
No.	Molecule	CASP6 VEID inh	esBAF inh	RAD54 inh	ARNT-TACC3 inh	RAD52 anneal inh	E-sel inducer	ERp5 inh	PglD inh
11	O=[N+]([O-])c1cnn2cc(Br)cnc12	2	nt	-2	-2	10	0.2	0	-4
12	C=CC[C@@H](CC(=O)N(CCO)Cc1ccccc1)C(=O)N[C@H](COC(=O)[C@@H](CC=C)CC(=O)OC(C)(C)C)c1ccccc1	4	-4	-7	8	-12	0.0	6	4
13	CCN(C[C@H]1[C@H](c2ccc(C3=CCCCC3)cc2)[C@H](CO)N1CC1CC1)C(C)=O	nt	3	5	0	nt	-0.1	nt	-2
14	COc1ccccc1CCNC(=O)c1ccc2nc[nH]c2c1	3	5	-1	4	-26	nt	8	1
15	CCNC(=O)C[C@@H]1C=C[C@H](NS(=O)(=O)c2ccc(F)cc2)[C@@H](CO)O1	4	-4	-2	-1	-11	0.0	-1	2
16	COc1ccccc1C(=O)N1C[C@H]2[C@@H](c3ccccc31)[C@H](CO)N2C(=O)C1CCCCC1	-3	-5	-1	2	10	-0.6	0	-1
17	CCc1sc(C(=O)Nc2cc(Cl)ccc2N2CCCCC2)cc1C	nt	4	2	-6	nt	nt	nt	-4
18	Cn1c(CCN2CCOCC2)nc2cc(NS(=O)(=O)c3ccccc3)ccc21	-3	-9	-1	5	-24	nt	5	-11
19	NC(=O)C1CCN(C2=C(NS(=O)(=O)c3ccc(Br)cc3)C(=O)c3ccccc3C2=O)CC1	8	-3	0	31	0	nt	1	2
20	Cc1cccc(C(=O)NNC(=O)c2ccccc2Br)c1	0	26	8	-10	-8	-0.1	0	-9

(cont.)
No.	Molecule	CASP6 VEID inh	esBAF inh	RAD54 inh	ARNT-TACC3 inh	RAD52 anneal inh	E-sel inducer	ERp5 inh	PglD inh
21	Cn1c(CCC(=O)Nc2cc(S(C)(=O)=O)ccc2Cl)nc2cc(S(=O)(=O)N3CCOCC3)ccc21	-1	nt	-9	12	-7	9.7	-2	1
22	COc1ccc(C(=O)NC(=S)NNC(=O)c2ccccc2C)cc1	-1	-8	-3	41	-29	nt	nt	0
23	O=C(C[C@@H]1CC[C@H](NC(=O)c2cccc(F)c2)[C@@H](CO)O1)NCc1ccccc1	2	-2	-4	4	5	0.2	-4	-4
24	CCCn1c(=O)c(Br)cn(-c2ccccc2C)c1=O	0	-6	1	-7	4	0.1	-7	0
25	CC(=O)N(CN1C(=O)c2ccc([N+](=O)[O-])cc2C1=O)c1ccc(F)cc1	nt	-4	10	3	nt	nt	nt	-4
26	COc1ccc(CNC(=O)CCNC(=O)c2ccc(C(C)(C)C)cc2)cc1OC	-1	0	6	4	-19	0.2	-1	-1
27	CO[C@@H]1CN(C)C(=O)c2ccc(NS(C)(=O)=O)cc2OC[C@H](C)N(C(=O)CC2CC2)C[C@@H]1C	nt	2	-6	-2	-5	0.3	5	-3
28	Cc1ccc(OCCC(=O)OCC(=O)Nc2ccc(F)cc2)cc1	4	-6	4	nt	1	nt	-6	-5
29	O=C(c1ccc([N+](=O)[O-])cc1)N(Cc1ccc(Cl)cc1Cl)N1C(=O)CCCC1=O	nt	0	-7	22	nt	nt	nt	5
30	Cc1cc(C)c(OCC(=O)Nc2nnn(C)n2)c(Br)c1	nt	-1	11	-1	nt	nt	nt	-3

Going on with the list:
No.	Molecule	CASP6 VEID inh	esBAF inh	RAD54 inh	ARNT-TACC3 inh	RAD52 anneal inh	E-sel inducer	ERp5 inh	PglD inh
31	CC1=C(C(=O)OCc2ccccc2)C(c2ccccc2)NC(=O)N1CCCCCC(=O)O (stereo not given)	6	5	-8	-1	-18	0.2	9	-9
32	COC(=O)C[C@H]1c2ccccc2S(=O)(=O)N1Cc1ccc(OC)cc1	6	3	-16	nt	-2	-0.1	8	-1
33	CCOc1ccc(S(=O)(=O)N2CCN(C(=O)c3cccnc3)CC2)cc1	3	-6	-2	-7	-2	nt	1	5
34	C[C@H](CO)N1C[C@H](C)[C@H](CN(C)S(C)(=O)=O)Oc2ccc(NC(=O)CCCN(C)C)cc2CC1=O	-2	nt	nt	nt	-12	-4.5	2	nt
35	COCCNC(=O)C[C@@H]1CC[C@@H]2[C@H](COC[C@H](O)CN2C(=O)Nc2ccccc2OC)O1	2	-8	7	-2	-5	0.0	0	-1
36	CCOC(=O)C1(Cc2cccc(OC)c2)CCN(CC2CC=CCC2)CC1 (stereo not given)	1	nt	nt	0	-25	nt	-3	nt
37	CC(=O)c1cc(C#N)c(SCC(=O)OC(C)C)nc1C	-2	6	-7	-3	1	nt	3	4
38	CCOC(=O)C1=C(COC(=O)CCC(=O)c2ccc(C)cc2)NC(=O)NC1C (stereo not given)	-1	-2	-3	-8	-8	nt	7	1
39	O=C(NCC1CCCN1S(=O)(=O)c1cccs1)c1ccc(Cl)cc1 (stereo not given)	-1	nt	nt	0	-83	0.1	6	nt
40	CN(CC(=O)N1CCN(c2ccccn2)CC1)S(=O)(=O)c1ccc2ccccc2c1	4	-8	-5	2	3	nt	-2	7

(list continues)
No.	Molecule	CASP6 VEID inh	esBAF inh	RAD54 inh	ARNT-TACC3 inh	RAD52 anneal inh	E-sel inducer	ERp5 inh	PglD inh
41	COC(=O)c1ccc(CC2(C)C(=O)Nc3ccc(-c4cccc(C(F)(F)F)c4)cc32)o1 (stereo not given)	2	-5	-6	nt	-19	-0.1	4	4
42	Cc1ccc(CSCC(=O)N(C)CC(=O)Nc2ccc(Cl)c(Cl)c2)cc1	3	5	14	3	-7	nt	5	-4
43	CC1=NN(C(=O)c2ccncc2)C(=O)C1N=Nc1ccc2ccccc2c1 (stereo not given)	4	nt	nt	8	-95	2.9	3	nt
44	CC1CCN(C(=O)CSCc2ccc(Cl)cc2)CC1	nt	49*	-16	-4	nt	nt	nt	-6
45	CN(C)c1ccc(/C=C/c2ccc3ccccc3n2)cc1	-2	-49	0	-12	-24	nt	-1	-3
46	Cc1ccc(S(=O)(=O)N[C@@H]2C=C[C@@H](CC(=O)N3CCc4ccccc4C3)O[C@H]2CO)cc1	1	0	-3	-7	-17	-0.7	4	5
47	CN(C1CCCCC1)S(=O)(=O)c1ccc(-c2ccccn2)s1	2	nt	-2	nt	5	-0.1	2	7
48	COC(=O)CNC(=O)CN(c1ccc(OC)cc1OC)S(=O)(=O)c1ccccc1	-3	1	0	nt	-5	nt	-7	0
49	CCN(CC)C(=O)c1cc2cc(Br)ccc2oc1=O	nt	8	6	5	nt	nt	nt	0
50	Cc1nc(SCCC(C)C)c([N+](=O)[O-])[nH]1	nt	2	0	-4	nt	nt	nt	2

Four of these compounds in another layout.
46: Cc1ccc(S(=O)(=O)N[C@@H]2C=C[C@@H](CC(=O)N3CCc4ccccc4C3)O[C@H]2CO)cc1
  CASP6 VEID inh: 1	esBAF inh: 0	RAD54 inh: -3	ARNT-TACC3 inh: -7	RAD52 anneal inh: -17	E-sel inducer: -0.7	ERp5 inh: 4	PglD inh: 5

47: CN(C1CCCCC1)S(=O)(=O)c1ccc(-c2ccccn2)s1
  CASP6 VEID inh: 2	esBAF inh: nt	RAD54 inh: -2	ARNT-TACC3 inh: nt	RAD52 anneal inh: 5	E-sel inducer: -0.1	ERp5 inh: 2	PglD inh: 7

48: COC(=O)CNC(=O)CN(c1ccc(OC)cc1OC)S(=O)(=O)c1ccccc1
  CASP6 VEID inh: -3	esBAF inh: 1	RAD54 inh: 0	ARNT-TACC3 inh: nt	RAD52 anneal inh: -5	E-sel inducer: nt	ERp5 inh: -7	PglD inh: 0

49: CCN(CC)C(=O)c1cc2cc(Br)ccc2oc1=O
  CASP6 VEID inh: nt	esBAF inh: 8	RAD54 inh: 6	ARNT-TACC3 inh: 5	RAD52 anneal inh: nt	E-sel inducer: nt	ERp5 inh: nt	PglD inh: 0

Later entries:
No.	Molecule	CASP6 VEID inh	esBAF inh	RAD54 inh	ARNT-TACC3 inh	RAD52 anneal inh	E-sel inducer	ERp5 inh	PglD inh
51	O=[N+]([O-])c1ccccc1-c1ccc(/C=N/n2cnnc2)o1	nt	-3	12	0	nt	nt	nt	-1
52	COC(=O)c1ccccc1S(=O)(=O)N(Cc1cc2ccc(OC)cc2[nH]c1=O)CC1CCCO1 (stereo not given)	nt	29	-2	4	nt	nt	nt	-2
53	C/C=C/c1ccc2c(c1)O[C@H](CN(C)C)[C@@H](C)CN([C@H](C)CO)S2(=O)=O	-4	1	-9	-3	4	0.0	0	-3
54	Cc1ccc(S(=O)(=O)N(C)c2nc3ccccc3[nH]c2=S)cc1	1	nt	nt	12	-11	nt	8	nt
55	NNC(=O)c1ccc(COc2ccc(Br)cc2)o1	1	4	-13	25	-16	-0.2	2	4
56	O=c1ccc2cc(S(=O)(=O)Nc3ccccc3F)ccc2o1	-1	-4	4	-3	-6	nt	3	-6
57	Cn1c(OCC2CCCO2)nc2cc(-c3ccccc3)sc2c1=O (stereo not given)	0	6	-9	nt	-2	0.5	-4	-2
58	CNc1nc(-c2ccccc2)cc(C(F)(F)F)c1C#N	nt	-7	-4	-1	nt	nt	nt	1
59	O=C1CC2(CCN(C(=O)c3ccccc3Br)CC2)Oc2ccccc21	1	-4	-7	3	-4	nt	-2	-7
60	CCCCN1C(N)=NC[C@@H]1Cc1ccccc1	-1	4	3	-2	-1	-0.3	1	-5
61	S=C(NCc1ccco1)Nc1ccc2c(c1)OCCO2	-3	nt	nt	1	-39	nt	1	nt
62	CC(=O)NCC1CCCN(c2nc3nonc3nc2N(C)Cc2ccccc2)C1 (stereo not given)	-3	nt	nt	0	-4	5.7	4	nt
